H9c2 TAG inh: reduces triacylglycerol accumulation in H9c2 cells; Nile Red lipid (TAG) fluorescence; cells loaded with 200 µM oleic acid; 230,000 tested, 0.66% active; AID 651582; inhibition, % at 12.5 µM;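 active = pattern-corrected inhibition of lipid staining of at least 50% with the nuclear-stain viability signal not falling by more than 50%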;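 note: 0% = DMSO wells and 100% = triacsin C control wells; some results filed as inactive read as strong as hits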
H9c2 TAG inh DAPI viability: recorded beside H9c2 TAG inh, whose call it bears; DAPI nuclei signal change (viability), lower = more cytotoxic, %;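 whole-well DAPI fluorescence read on a plate reader as a viability signal; minus 50 percent equals half of cells still viable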
An asterisk follows results filed as active.

SMILES	H9c2 TAG inh	H9c2 TAG inh DAPI viability
CCC(C)[C@H](NC(=O)N1CCCCCC1)C(=O)O (some centres not stated)	-2	3
COc1cc([N+](=O)[O-])ccc1NC(=O)COC(=O)c1c[nH]c(=O)[nH]c1=O	3	0
C#CCOCCOCCOCCNc1nc(N2CCN(C(=O)[C@H](C(C)C)n3cc(CCO)nn3)CC2)nc(N2CCN(C(=O)[C@H]([C@@H](C)CC)n3cc(CCCN=C(N)N)nn3)CC2)n1	36	5
CCNC(=O)C1(C)CCN(C(=O)c2c(F)ccc(C)c2F)C1 (configuration not stated)	3	-6
Cc1nc2ccc(Oc3ccccc3)cc2s1	-23	8
CCS(=O)c1ccccc1C(=O)OCC(=O)N1CCC(c2ccccc2)=N1 (configuration not stated)	5	-4
COc1ccc(O)c(C(=O)c2cnn(C(=O)c3cccc(S(=O)(=O)N4CCOCC4)c3)c2)c1	6	9
Cc1nc(-c2cccc(NC(=O)c3ccco3)c2)cs1	1	-2
CCn1c(SCC(=O)Nc2cccc(C)c2)nc2c(c1=O)SC(C)C2 (configuration not stated)	-1	-3
COc1ccccc1CNC(=O)COC(=O)c1cc([N+](=O)[O-])ccc1N1CCOCC1	-3	8
O=C(CCN1C(=O)C2C3C=CC(C3)C2C1=O)Nc1c(F)cc(F)cc1Br (configuration not stated)	-4	-1
CC(OC(=O)c1cccs1)C(=O)NCc1ccc2c(c1)OCO2 (configuration not stated)	-10	10

Pulled one by one from the list above (5):
SMILES	H9c2 TAG inh	H9c2 TAG inh DAPI viability
Cc1nc(-c2cccc(NC(=O)c3ccco3)c2)cs1	1	-2
COc1cc([N+](=O)[O-])ccc1NC(=O)COC(=O)c1c[nH]c(=O)[nH]c1=O	3	0
CCC(C)[C@H](NC(=O)N1CCCCCC1)C(=O)O (some centres not stated)	-2	3
O=C(CCN1C(=O)C2C3C=CC(C3)C2C1=O)Nc1c(F)cc(F)cc1Br (configuration not stated)	-4	-1
Cc1nc2ccc(Oc3ccccc3)cc2s1	-23	8

The listing continues:
SMILES	H9c2 TAG inh	H9c2 TAG inh DAPI viability
C=CCn1c(SCC(=O)N(CCO)CCO)nc2sc3c(c2c1=O)CCC3	0	-2
O=C(NC(CSC(=O)c1ccccc1)C(=O)O)OCc1ccccc1 (configuration not stated)	3	5
CCNC(=O)c1cccc(NC(=O)CN2C(=O)NC3(CCCCC3)C2=O)c1	13	0
S=c1[nH]nc2c3c4c(sc3ncn12)CCCC4	4	4
Cc1ccc(N(CC(=O)NC(C)(C)C)C(=O)CS(=O)CC(=O)Nc2ccc(F)cc2)cc1 (configuration not stated)	0	5
N#Cc1c(SCC(=O)Nc2nccs2)nc2c(c1-c1ccco1)CCCC2	-18	20
CCN1C(=O)/C(=C/c2cn(-c3ccccc3)nc2-c2cccnc2)SC1=S	-7	1
COc1ccc(C(=O)Nc2ccc(S(=O)(=O)Nc3nccnc3OC)cc2)cc1OC	7	-19
Cc1c(C(=O)O)[nH]c2c1C(=O)CC(c1ccccc1)C2 (configuration not stated)	3	4
CC1CCCCC1NC(=O)COC(=O)c1ccc2c(=O)n3c(nc2c1)CCC3 (configuration not stated)	-13	-1
O=C(Nc1ccc(C(=O)N2CCN(c3ccccn3)CC2)cc1)c1ccc(Br)o1	7	-52
O=C(NCCNc1ccc([N+](=O)[O-])cc1C(F)(F)F)c1ccccc1F	2	4
CNS(=O)(=O)c1ccc2c3c(cccc13)C(=O)N2C	4	8
Cc1ccc(COC(=O)CCc2nc3ccccc3c(=O)[nH]2)cc1	-8	6
CCn1c(N2CCN(CC(=O)Nc3cccc(C)c3C)CC2)nc2ccccc21	15	-2
CCc1ccc(NC(=O)CN(C(=O)N2CCN(CC)CC2)S(=O)(=O)c2ccc(C)cc2)cc1	-12	14
O=S(=O)(c1ccccc1)N1N=C(c2ccccc2)CC1c1ccccc1 (configuration not stated)	-10	-5
CCc1ccc(-c2cc(C(=O)NN3CCOCC3)c3ccccc3n2)cc1	-2	-13
CC(=O)Nc1ccc2c(c1)ncn2C	-23	-1
Cn1c(=O)oc2cc(S(=O)(=O)NCc3ccccn3)ccc21	-5	15
Cc1ccc2nc(NC(=O)c3ccc4ncsc4c3)sc2c1	-11	10
O=C(Nc1ccc([N+](=O)[O-])cc1)C(=O)Nc1cccc(C(=O)O)c1	7	4
c1ccc(-c2csc(-n3cccn3)n2)cc1	5	-9
O=C(Oc1ccnc2cc(Cl)ccc12)N1CCCCCC1	-12	-4
CC(=O)Nc1ccc(S(=O)(=O)NCCC(=O)OCC(=O)NCc2ccccc2)cc1	-22	5
O=[N+]([O-])c1cccc(S(=O)(=O)Nc2ccc(S(=O)(=O)NCC3CCCO3)cc2)c1 (configuration not stated)	11	3
CC1CCN(C(=S)NC(=O)c2ccccc2)CC1	1	-7
Cc1ccccc1C(=O)NNC(=O)c1cccn1C	-14	2
O=C(NCCc1ccccc1)C1Cc2c(-c3ccccc3Oc3ccccc3)ccnc2O1 (configuration not stated)	-28	15
Cc1ccc(NC(=O)c2ccc(Cl)nc2)cc1S(=O)(=O)N1CCOCC1	14	-9
COc1ccccc1N(Cc1ccccc1)S(=O)(=O)c1cccc(C(=O)NCC2CCCO2)c1 (configuration not stated)	-4	-7
O=C(NC1CCCCCC1)c1nnc(Cc2ccc(Cl)cc2)o1	-10	1
CN(CC(=O)Nc1ccc(N2CCOCC2)cc1)C(=O)c1ccc(CS(C)(=O)=O)cc1	0	8
O=C(CN1CCCC1c1cccs1)Nc1cc(S(=O)(=O)N2CCCC2)ccc1Cl (configuration not stated)	-38	1
CC(OC(=O)Cc1ccc(F)cc1)C(=O)N1CCc2ccccc21 (configuration not stated)	-9	8
O=C(Nc1ccc(S(=O)(=O)N2CCOCC2)cc1)c1ccc([N+](=O)[O-])s1	94*	-49*
O=C(COC(=O)c1ncc(Cl)c(Cl)c1Cl)NC1CCCCCC1	3	-6
Cc1ccc(NS(=O)(=O)c2cccc(C(=O)NC3CCN(Cc4ccccc4)CC3)c2)c(C)c1	-3	4
O=C(Cc1cccc2ccccc12)Nc1ccc(O)cc1C(=O)O	2	-9
Cc1ccc(-c2nnn(CC(=O)N(CCN3CCOCC3)C(C(=O)NC(C)(C)C)c3ccco3)n2)cc1 (configuration not stated)	-4	1
COc1cc(/C=N/n2cnnc2)ccc1OC(=O)c1ccncc1	-2	-8
CC(=O)Nc1cccc(NC(=O)CSc2ncc(-c3ccccc3)[nH]2)c1	16	-7
O=C(O)C1CC2CCC1CC2 (configuration not stated)	-1	4
CCOC(=O)Nc1oc2ccccc2c(=O)c1C	1	11
Cc1cc(=O)oc(C)c1C(=O)Nc1cccnc1Cl	-2	3
Cc1ccccc1NC(=O)CSc1nnc(-c2ccccc2)n1-c1ccccc1	-1	-2
CCOC(=O)C1=C(COc2ccccc2)NC(=O)NC1c1ccc(Br)cc1 (configuration not stated)	6	-12
O=C(CCl)Nc1c[nH]c(=O)[nH]c1=O	16	-9
COc1cccc(-c2cnc(C(O)c3ccc(C)c(F)c3)[nH]2)c1 (configuration not stated)	-12	-4
Cc1ccc(S(=O)(=O)N2C[C@@H]3[C@H]4CC[C@H](C4)[C@@H]3[C@@H](C)[C@H]2C#N)cc1	-12	10
Cc1ccc(/C(O)=C2\C(=O)C(=O)N(CCCN3CCOCC3)C2c2ccccc2F)cc1 (configuration not stated)	-3	-5
CCOC(=O)Cc1csc(NC(=O)CSc2nc(=O)[nH]c3c2CCC3)n1	7	2
CC1(C)CC(=O)c2sc(NC(=O)CN3C(=O)CCC3=O)nc2C1	0	-3
COC(=O)c1c(NC(=O)CN2CCN(c3ccccc3)CC2)c2c(C)cccc2n1C	9	0
CNc1nnc(Sc2ncccc2[N+](=O)[O-])s1	2	2
COc1ccc(OC)c(NC(=O)COC(=O)CCC2CCCC2)c1	0	2
CCN(C(=O)COC(=O)c1nn(-c2ccccc2)c(=O)c2ccccc12)C1CCS(=O)(=O)C1 (configuration not stated)	14	-7
CC1(C)CC2CC(C)(CN2C(=O)c2ccc([N+](=O)[O-])cc2)C1 (configuration not stated)	-16	-3
Cc1cc(C(=O)Nc2ccc(N3CCOCC3)c(Cl)c2)c(C)o1	-3	8
Cc1ccc(Cl)cc1N1CCN(C(CC(C)C)c2nnnn2CC2CCCO2)CC1 (configuration not stated)	8	4

(next part)
SMILES	H9c2 TAG inh	H9c2 TAG inh DAPI viability
Cc1cccc(C)c1OCC(=O)Nc1cccc(NC(=O)c2ccco2)c1	13	-3
Oc1ccccc1/C=N/Nc1nc2ccccc2o1	63*	-30*
O=C(O)C1C2C=CC(C2)C1C(=O)OCc1ccccc1 (configuration not stated)	-11	-3
COc1ccccc1CNC(c1ccccc1)c1ccccc1	-9	18
CN(Cc1ccc2c(c1)OCCO2)C(=O)CN1C(=O)NC2(CCCCC2)C1=O	-5	0
CC1(C)CC(=O)c2cc(OCC(=O)N3CCOCC3)ccc2O1	19	5
COc1ccc(NC(=O)CN2CCN(C3c4ccccc4-c4ccccc43)CC2)c(OC)c1	41	-39
Cc1ccc(-c2nc(NCc3ccc(F)cc3)n(S(C)(=O)=O)n2)cc1	-5	-13
Cn1nc(C(F)(F)F)c2cc(C(=O)Nc3ccc(F)cc3)sc21	8	-3
COC(=O)c1cc2n(n1)CCCNC2=O	1	10
Cc1cc2c(c(=O)o1)C(C13C=CC(CC1)C3)C(C#N)=C(N)O2 (configuration not stated)	3	0
COCCNC(=S)NN=C1CCCCCC1	-4	17
CCCc1cc2c(c(NC(C)=O)n1)c(=O)oc1ccccc12	-4	-8
Cc1nonc1NC(=O)CSc1nc2ccccc2[nH]1	-3	2
O=C(/C=C/c1ccccc1)Nc1cc(C(=O)O)cc(C(=O)O)c1	-3	-9
CCc1nnc(SCC(=O)Nc2ccc(N3CCOCC3)cc2)n1C	0	1
CC(C)c1ccc(NC2=NCC(=O)N2Cc2cccs2)cc1	16	-4
CCCCN(C)/C=N/c1c(C#N)cnn1-c1ccc(C)cc1	15	-5
CC1(C)CC2(CCO1)N1CC3(C)CN2CC(C)(C1)C3O (configuration not stated)	-8	-1
O=C(CC1SC(N2CCCC2)=NC1=O)Nc1ccc(C(=O)NCc2ccc(F)cc2)cc1 (configuration not stated)	7	0
O=C(NCCCN1CCOCC1)C(=O)N/N=C/c1ccc2c(c1)OCO2	17	-6
CCc1noc(C)c1C(=O)N(CC)CC(=O)NCc1ccc(Cl)cc1	-12	10
Cn1cnnc1SCC(=O)Nc1ccc(OC(F)F)cc1	4	-7
CCN(CC(=O)Nc1cc(Cl)ccc1C)C(=O)c1ccc2c(=O)n3c(nc2c1)CCC3	0	10

Single values from the list:
`O=C(Oc1ccnc2cc(Cl)ccc12)N1CCCCCC1` in H9c2 TAG inh = -12
`O=[N+]([O-])c1cccc(S(=O)(=O)Nc2ccc(S(=O)(=O)NCC3CCCO3)cc2)c1` (configuration not stated) in H9c2 TAG inh DAPI viability = 3

Remaining list, next part:
SMILES	H9c2 TAG inh	H9c2 TAG inh DAPI viability
CC(C)CC1NC(=O)N(CC(=O)Nc2cc(S(=O)(=O)N3CCOCC3)ccc2Cl)C1=O (configuration not stated)	2	0
O=C(O)CCCNC(=O)c1ccc(NC(=O)Cc2ccc(Cl)cc2)cc1	-11	-5
O=C1CC(c2ccco2)CC(O)=C1C=Nc1ccc(Br)cc1 (configuration not stated)	12	3
CCOC(=O)c1c(NC(=O)CN2C(=O)NC3(CCCC3)C2=O)sc(C)c1CC	9	-3
NC(=O)CC(NC(=O)c1ccccc1)c1ccc(NCCc2ccc(Cl)cc2)c([N+](=O)[O-])c1 (configuration not stated)	-1	-4
CC(=O)N1CCc2cc(C(=O)CN3CCCCC3)ccc21	-3	2
S=C(Nc1ccc(Cl)cc1)N1CCCC1	-5	2
CCn1c(CNC(=O)C23CC4CC(CC(C4)C2)C3)nnc1SCC(=O)Nc1nnc(C)s1	-1	-6
CC1(C(=O)NS(=O)(=O)Cc2cccc(Cl)c2)CCN1C(=O)C1CCCCC1 (configuration not stated)	-3	1
COc1nc(Cc2ccc(Cl)cc2)nc2ccccc12	-3	-2
Cc1ccc(NC(=O)CCC(=O)NNC(=S)Nc2ccccc2)c(C)c1	2	2
Cc1cc(C)n(CCC(=O)N=Nc2c(O)[nH]c3ccc(Br)cc23)n1	18	-9
CCCn1c(N)c(C(=O)CSc2nnc(Cc3cccs3)n2C2CC2)c(=O)n(C)c1=O	7	5
CCn1cnc2c1c(=O)n(CC(=O)Nc1ccc3c(c1)OC(F)(F)O3)c(=O)n2Cc1ccccc1	-2	-11
CC(NC(=O)Nc1ccccn1)N1C(=O)C2C3C=CC(C3)C2C1=O (configuration not stated)	9	-5
COc1cccc(CN2CCC(C(=O)N3CCN(Cc4ccc5c(c4)OCO5)CC3)CC2)c1OC	5	-7
O=C(c1ccccc1)c1cccn1CC(=O)N1CCc2ccccc2C1	-6	2
COc1ccc(NS(=O)(=O)c2ccc(S(=O)(=O)N3CCOCC3)cc2)cc1	-1	0
COc1ccc(/C=N/NC(=O)CC(=O)NC2CCCCC2)cc1	-1	-2
Cc1cccc(-c2nc(N)nc(N)n2)c1	-1	-3
COc1ccc(C)cc1S(=O)(=O)Nc1cccc(C)c1	-9	8
CC(Oc1ccc(Cl)cc1Cl)C(=O)NCCCN1CCOCC1 (configuration not stated)	-13	3
O=C(C(c1ccccc1)c1ccccc1)N1CCC(c2nc(-c3ccccc3Cl)no2)CC1	-4	1
O=C(COc1ccccc1)Nc1nc2cc3c(cc2s1)OCO3	3	-2

Screens deposited in PubChem by Sanford-Burnham Center for Chemical Genomics.

A portion of the library; rates above refer to the full screens.
